GLP-1R agonist: agonists of human GLP-1 receptor; P43220; HEK293 GLP-1R CRE-luciferase, luminescence, 4-6 h; cells express a hypersensitive GLP-1R form; Potency, µM (top dose mostly 45.6 µM), inactives show at the highest dose activation, hits mostly activators; 380,000 tested, 0.007% active; further: potency means the concentration at half of the fitted maximal effect; % of control where 0% means no effect
GLP-1R inv ag: acts as inverse agonist at human GLP-1 receptor. P43220. HEK293 GLP-1R CRE-luciferase, luminescence, 24 h; GLP-1R form is constitutively active. Potency, µM (doses to about 38.3 µM), for inactives: top-dose activity change, negative = inhibition, hits mostly inhibitors. 410,000 tested, 1.6% active. AID 624417; further: potency means the concentration at half of the fitted maximal effect; on the % scale 0 is the no-effect control and ±100 the full control effect; nearly all actives have a fitted effect of over 55% in size
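Inverse agonists were sought by their lowering of basal cAMP reporter luciferase output in HEK293 cells stably carrying constitutively active human GLP-1R, after 24 h compound treatment.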
PTHR1 agonist: activates the human parathyroid hormone receptor PTHR1 | Q03431 | HEK293 GP2 PTHR1 cells, GloSensor cAMP luminescence, 1 h | Potency, µM (top dose mostly 115 µM), without a hit: top-dose activation, most hits filed as activators | 410,000 tested, 0.075% active | AID 743266; further: potency means the concentration at half of the fitted maximal effect; nearly all actives have a fitted effect of over 55% in size; some results filed as inactive show a strong effect at the top dose; inactives centre near -15; many of its hits are not listed in these tables
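HEK-293-derived GP2 cells expressing PTHR1 and a GloSensor cAMP reporter, 3,000/well, plated overnight, given luciferin plus IBMX (each 0.5 mM as added) for 1 h at 37 °C, then compound for 1 h at 37 °C. Luminescence was read after 15 min at room temperature.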
EPAC1 antagonist: EPAC1 (human) antagonism | EPAC1 GEF assay, Rap1b-BODIPY-GDP exchange fluorescence | Potency, µM (doses to about 115 µM), inactives show at the highest dose activity change, negative = inhibition, actives largely listed as inhibitors | 360,000 tested, 0.14% active;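 further: potency means the concentration at half of the fitted maximal effect; plate controls were vehicle for no effect and positive control for full effect; nearly all actives have a fitted effect of over 50% in size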
PLK1 PBD inh: inhibitors of human PLK1 polo-box domain binding | P53350 | 360,000 tested, 2.8% active | Potency, µM, inactives show max response, negative = inhibition, actives largely listed as inhibitors | Plk1 PBD binding of FITC phosphopeptide, fluorescence polarization; further: potency means the concentration at half of the fitted maximal effect; series mostly up to about 57 µM; on the % scale 0 is the no-effect control and ±100 the full control effect; nearly all actives have a fitted effect of over 65% in size
Target sequence (P53350 whole entry, looked up, the tested form may be a part): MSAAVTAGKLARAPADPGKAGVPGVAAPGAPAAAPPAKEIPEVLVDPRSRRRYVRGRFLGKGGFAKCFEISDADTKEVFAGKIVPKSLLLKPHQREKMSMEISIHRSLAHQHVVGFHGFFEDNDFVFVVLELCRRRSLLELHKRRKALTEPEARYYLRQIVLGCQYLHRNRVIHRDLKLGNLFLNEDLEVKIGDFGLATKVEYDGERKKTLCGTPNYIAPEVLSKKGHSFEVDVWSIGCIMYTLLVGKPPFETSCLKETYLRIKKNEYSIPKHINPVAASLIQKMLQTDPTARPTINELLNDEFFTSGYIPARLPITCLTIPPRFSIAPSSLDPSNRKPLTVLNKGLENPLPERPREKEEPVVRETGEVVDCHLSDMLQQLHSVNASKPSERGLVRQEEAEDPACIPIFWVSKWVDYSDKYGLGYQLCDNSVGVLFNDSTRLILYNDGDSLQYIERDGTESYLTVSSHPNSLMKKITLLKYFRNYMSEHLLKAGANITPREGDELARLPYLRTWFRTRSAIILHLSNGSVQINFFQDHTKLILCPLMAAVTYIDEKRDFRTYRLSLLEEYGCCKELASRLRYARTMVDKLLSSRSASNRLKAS
HEK293 tox: cytotoxic in the GLP-1 receptor inverse agonist counter-screen | HEK293 cAMP-luciferase reporter cells, luminescence, 24 h | Potency, µM (highest dose often 38.3 µM), inactives show at the highest dose activity change, negative = inhibition, most hits filed as inhibitors | 410,000 tested, 0.13% active | AID 624418;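 further: loss of luciferase light is scored as toxicity; potency means the concentration at half of the fitted maximal effect; on the % scale 0 is the no-effect control and ±100 the full control effect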
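To flag toxic compounds, the library was rerun on cells for 24 hr at 37 deg C and 5% CO2. Viability-linked luminescence was captured 12 min after adding luciferase detection reagent.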
EPAC1 agonist: agonists of human EPAC1. Potency, µM (highest dose often 154 µM), for inactives: at the top dose activation, usual class: activators. AID 720707. 360,000 tested, 0.073% active. EPAC1 agonist qHTS, biochemical assay; response scale: 100% = response to 6.5 mM cAMP; further: potency means the concentration at half of the fitted maximal effect; nearly all actives have a fitted effect of over 60% in size
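Fluorescent GDP-exchange assay: 100 nM EPAC1 with 250 nM Rap1B preloaded with BODIPY-GDP and 50 uM GDP; compounds tested as concentration series, 5 min at room temperature, then read every 5 min for 30 min (ex 480/em 540 nm); normalized to 6.5 mM cAMP.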
PI5P4Ka inh: inhibitors of human PI5P4K alpha; P48426; PI5P4Kalpha enzyme, ADP-Glo luminescence, 60 min; hits give low values; max response, %; 330,000 tested, 1.2% active; AID 652105; active means max response of -50% or lower; inconclusive means between -30% and -50%; inactive means -30% or higher; further: value at the top dose of about 77 µM; on the % scale 0 is the no-effect control and ±100 the full control effect
Target sequence (P48426 whole entry, looked up): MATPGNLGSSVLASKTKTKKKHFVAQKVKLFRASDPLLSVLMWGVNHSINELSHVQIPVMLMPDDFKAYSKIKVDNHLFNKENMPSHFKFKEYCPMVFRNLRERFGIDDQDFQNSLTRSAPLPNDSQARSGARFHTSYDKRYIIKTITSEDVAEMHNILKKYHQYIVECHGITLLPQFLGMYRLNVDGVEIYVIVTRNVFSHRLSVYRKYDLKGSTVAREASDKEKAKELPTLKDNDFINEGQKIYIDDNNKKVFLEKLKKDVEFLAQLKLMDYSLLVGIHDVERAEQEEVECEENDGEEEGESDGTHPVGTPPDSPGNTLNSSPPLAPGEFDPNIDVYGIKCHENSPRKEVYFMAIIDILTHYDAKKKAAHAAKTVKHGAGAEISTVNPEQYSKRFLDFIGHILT
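Enzyme plus substrate dispensed, test compounds pinned in, then ATP (5 microM final) added. After 60 min at RT, ADP-Glo reagent 1 for 45 min and reagent 2 for 30 min preceded luminescence imaging.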
IL2 activator: activators of IL-2; IL-2 activation reporter assay, cell-based qHTS; stimulated with anti-CD3/CD4/CD28 beads; in transgenic mouse T cells; activation, % (series mostly up to about 46 µM); 360,000 tested, 0.065% active; AID 652025; in the data active means activation above about 50%; inconclusive means mostly about 30% to 49%; further: 0% is about no effect
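First, unstimulated transgenic mouse T cells were exposed to compound for 60 min. Next, anti-CD3/anti-CD4-coated beads with anti-CD28 were added. Finally, after 18 h at 37 degrees C, EGFP and DsRed were imaged.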
Numbers without * were called inactive; i = inactive; ? = inconclusive; . = not tested or not shown; & = joins results of further samples; [ ] = dose if it differs, or a comment. Unless noted, the call rests on the fitted dose curve; in most records, active means well fitted curve in the direction sought with a large enough effect; inconclusive means small, poorly fitted or top-dose-only effect, or another doubt; inactive means no such curve, though single readings can be large; an effect the other way counts as inactive or inconclusive. Only part of the results is shown. The share of hits here may be higher or lower than overall.

SMILES	GLP-1R agonist	GLP-1R inv ag	PTHR1 agonist	EPAC1 antagonist	PLK1 PBD inh	HEK293 tox	EPAC1 agonist	PI5P4Ka inh	IL2 activator
CCCCOC(=O)C(C)Sc1n[nH]c(=O)[nH]c1=O (stereo not given)	-1.5%	1.5%	i	-1.2%	26.7µM*	-32.2%	7.0%	-14.7	2.5
COc1ccc(NC(=O)CSc2ccc3nnc(CCNC(=O)c4ccccc4)n3n2)cc1OC	7.1%	15.4%	-24.5%	-0.1%	3.6%	1.0%	7.8%	-4.6	-2.1
CCOc1ccc(-n2c(SCC(=O)Nc3ccc(OC)cc3)nc3sc4c(c3c2=O)CCN(C)C4)cc1	12.0%	?	i	-4.1%	-7.1%	-1.2%	11.8%	-5.4	-0.6
Cc1c(NS(=O)(=O)c2cccc(C(=O)NC(C)c3ccccc3)c2)c(=O)n(-c2ccccc2)n1C (stereo not given)	7.7%	-11.3%	-2.1%	-2.1%	-8.1%	-26.7%	9.8%	2.5	0.2
C=CCn1c(SC(C)C(N)=O)nc2sc(CC)cc2c1=O (stereo not given)	23.6%	23.8%	-7.5%	5.0%	-2.6%	23.3%	3.9%	-2.9	-1.3
CCCc1cc(=O)[nH]c(SC(C)C(=O)N2c3ccccc3CC2C)n1 (stereo not given)	-2.3%	19.3%	-21.3%	10.6%	-4.7%	-8.8%	-8.9%	6.1	-0.5
Cc1cc(C)c(NC(=O)CSc2nc3ccc(NC(=O)CSc4nnnn4-c4ccccc4)cc3s2)c(C)c1	0.8%	0.0%	-11.3%	-11.4%	-17.1%	-3.0%	10.9%	-11.8	0.8
O=C(CS(=O)c1cccc(C(F)(F)F)c1)Nc1ccc(Cl)cc1Cl (stereo not given)	-2.1%	-30.0%	-37.5%[inhibitor][57.5 µM]	4.7%	-6.2%	-16.6%	-7.7%	-2.9	-5.2
COc1ccc(CN2C(=O)CS(=O)CC2=O)cc1OC	-13.0%	0.0%	i	9.9%	-9.0%	2.9%	-1.8%	.	-2.7
COC(=O)C(Cc1ccccc1)NCC(=O)Nc1cccc(Cl)c1C (stereo not given)	4.5%	?	-8.3%	1.7%	-11.9%	-0.5%	3.3%	8.4	-0.4
O=C(CNC(=O)c1ccccc1)NCC(c1ccco1)N1CCCC1 (stereo not given)	-2.8%	9.2%	-19.8%	0.9%	4.9%	6.6%	-12.3%	-2.1	-0.4
O=C(CCCOc1ccc(Cl)cc1)N1CCCCC1	1.7%	?	i	20.7%	-6.4%	0.2%	14.2%	.	-1.4
CC(C)(C)c1cc(NCCCn2ccnc2)n2ncc(-c3ccccc3)c2n1	31.3%	?	i	?	1.7%	?	10.5%	29.7	-1.4
Cc1ccc(C(C)C)cc1C(=O)CC1(O)C(=O)N(C)c2ccccc21 (stereo not given)	3.3%	?	-28.7%[57.5 µM]	7.7%	-1.4%	-18.8%	3.3%	0.2	2.1
Cc1ccc(N(CC(=O)NC2CCCC2)C(=O)CCC(=O)Nc2ccccn2)cc1C	5.9%	9.1%	-7.7%	6.4%	-3.2%	4.7%	-1.8%	-3.7	2.3
CCCCNC(=O)c1onc(CSc2ccccc2F)c1C(=O)O	0.4%	-14.3%	-24.2%	13.0%	0.7%	22.1%	8.1%	?	-0.6
Cc1cc(C)c(NC(=O)COC(=O)C2CCC2)c(Cl)c1	-5.5%	9.0%	-2.6%	8.6%	-8.7%	-12.5%	6.7%	0.6	-0.8
CC(C)C(=O)Nc1cccc(COc2ccc(CN(CCc3ccccc3)C(=O)OC(C)(C)C)cc2)c1	-1.1%	6.31µM*	-30.4%[inhibitor]	-16.4%	-22.3%	12.7%	-13.8%	-4.5	0.0
NC(c1csc(Nc2cnccn2)n1)C1CCCCC1 (stereo not given)	4.0%	8.0%	-2.7%	2.5%	-1.9%	-1.6%	-15.5%	3.2	-0.6
O=C1c2ccccc2C(=O)N1CCn1c(=O)oc2ccccc21	-11.5%	-9.0%	i	-6.7%	-9.2%	3.2%	9.3%	.	-2.1
Cc1ccnc(NS(=O)(=O)c2ccc(CC(C)C)cc2)c1	6.4%	1.2%	?	9.1%	-6.6%	0.8%	4.4%	.	-2.1
Cc1cc(=O)n2nc(N3CCCC(C(=O)NCc4ccccc4C)C3)sc2n1 (stereo not given)	1.1%	0.1%	-23.4%	6.3%	-4.8%	-6.9%	-15.7%	3.5	1.6
CN1C(=O)N(C)C2(c3ccccc3)NC(=O)NC12c1ccccc1 (stereo not given)	-2.4%	-9.5%	7.2%	-16.5%	-12.1%	59.0%[activator]	3.0%	10.6	-2.0
O=C(OCCNc1nc(-c2ccccc2)nc2ccccc12)c1ccncc1	12.2%	?	-8.7%	-2.4%	-10.7%	-22.6%	10.6%	1.6	2.5
COc1ccc(N2CCN(S(=O)(=O)c3ccc4c(c3)NC(=O)CC(=O)N4)CC2)cc1	0.3%	-18.6%	i	10.4%	1.0%	-18.8%	-9.8%	3.0	-3.0

PLK1 PBD inh: hit marks shown above
structure | GLP-1R agonist | GLP-1R inv ag | PTHR1 agonist | EPAC1 antagonist | PLK1 PBD inh | PI5P4Ka inh | IL2 activator
CCCCOC(=O)C(C)Sc1n[nH]c(=O)[nH]c1=O (stereo not given) | -1.5% | 1.5% | i | -1.2% | 26.7µM* | -14.7 | 2.5

Back to the main list, repeating the two entries before the break.
SMILES	GLP-1R agonist	GLP-1R inv ag	PTHR1 agonist	EPAC1 antagonist	PLK1 PBD inh	HEK293 tox	EPAC1 agonist	PI5P4Ka inh	IL2 activator
O=C(OCCNc1nc(-c2ccccc2)nc2ccccc12)c1ccncc1	12.2%	?	-8.7%	-2.4%	-10.7%	-22.6%	10.6%	1.6	2.5
COc1ccc(N2CCN(S(=O)(=O)c3ccc4c(c3)NC(=O)CC(=O)N4)CC2)cc1	0.3%	-18.6%	i	10.4%	1.0%	-18.8%	-9.8%	3.0	-3.0
CC1(C)CC(NC(=O)c2cccc(F)c2)CC(C)(C)N1	-6.8%	21.0%	i	0.3%	-12.0%	8.3%	-9.3%	-6.3	-2.3
COc1ccccc1N1CCN(C(=O)c2sc3nc(-c4ccccc4)cn3c2C)CC1	2.2%	?	i	-20.1%	2.5%	-6.2%	5.3%	.	-1.3
Cc1ccc(OCC(=O)N2CCC(Cc3ccccc3)CC2)c([N+](=O)[O-])n1	1.9%	10.5%	-1.1%	-3.0%	-2.8%	2.4%	-1.2%	-4.5	-0.1
Cc1cc(C)c2cc(C#N)c(SCC(=O)NCc3ccco3)nc2c1	-1.1%	-1.6%	-5.8%	-4.4%	-13.2%	-26.7%	-7.5%	-24.4	-1.1
O=C(NC(=S)NCC1CCCO1)c1cccc([N+](=O)[O-])c1 (stereo not given)	19.4%	3.7%	i	-29.0%	-2.7%	7.1%	-8.5%	0.2	0.1
CC(C)c1ccc(COC(=O)CN2C(=O)NC3(CCCCC3C)C2=O)cc1 (stereo not given)	18.4%	?	-23.6%	-2.5%	2.3%	-15.3%	-15.9%	16.7	0.4
COc1cccc(C(C)NC(=O)C2CCCO2)c1 (stereo not given)	-1.9%	-4.5%	-3.3%	-8.6%	-8.7%	-0.7%	8.6%	0.9	-0.1
COc1ccccc1C(=O)NC(=S)N1CCc2ccccc21	-6.2%	?	-14.7%	12.5%	-22.1%	?	-1.4%	-3.7	-3.5
CCC(C)[C@H](NC(=O)[C@@H]1CSC2c3ccccc3C(=O)N21)C(=O)N1CCCCC1 (stereo not given in full)	0.5%	-25.4%	i	20.2%	-10.8%	-6.2%	3.0%	-0.8	-2.6
COc1ccc(C(=O)Nc2ccc(N3CCOCC3)cc2)cc1S(=O)(=O)N1CCCC1	1.7%	-3.7%	-10.8%	0.7%	4.0%	0.5%	-2.4%	7.5	0.3
Cc1ccccc1-n1c(SCC(=O)Nc2ccc3c(c2)OCO3)nnc1-c1ccccn1	11.7%	0.0%	-8.6%[57.5 µM]	-12.3%	-1.5%	4.0%	7.5%	.	-1.5
COc1cc2sc(-c3ccccc3OC)c(-c3ccc(O)cc3)c2cc1OC	24.0%	?	-7.1%	6.3%	2.5%	0.0%	3.3%	6.3	-0.3
Cc1ccc(Cn2nnc3c(=O)[nH]c(C4CCN(S(=O)(=O)c5ccc(C)cc5)CC4)nc32)cc1	2.6%	-2.2%	i	-23.3%	-1.4%&-4.9%	-8.9%	5.2%	.	-1.1
COc1ccc(/C=N/NC(=O)CCC(=O)Nc2ccccc2)cc1OC	3.0%	57.0%[activator]	i	-17.8%	-10.6%	2.8%	-1.9%	3.5	-3.3
CCCc1c(C)[nH]c2ccccc2c1=O	-14.5%	4.0%	i	4.4%	3.4%	-1.7%	-2.6%	-3.2	0.1
COCCN(CC(=O)Nc1cccc(C)c1C)C(=O)Cc1sc(C)nc1-c1ccc(F)cc1	1.1%	1.6%	i	-7.5%	-3.4%	-10.8%	2.9%	-7.2	1.0
O=C(CN1C(=O)CCS(=O)(=O)c2ccccc21)Nc1cccc(F)c1	-18.6%	15.6%	?	9.7%	-9.2%	8.3%	4.6%	-4.7	0.1
CC1(C)Cc2c(sc(NC(=O)COc3ccccc3)c2C#N)C(C)(C)N1	16.0%	-16.2%[0.307 µM]	i	3.4%	-19.0%	-1.0%[0.307 µM]	-0.6%	-3.5	0.3
CC(=O)N=Cc1c(C)c(C#N)c(=O)n(C)c1O	-6.8%	-2.5%	i	9.6%	-18.4%	-10.8%	-2.5%	-22.5	1.2
COC(=O)c1ccc(N2C(=O)C3CC(C)=C(C)CC3C2=O)cc1 (stereo not given)	7.6%	-1.1%	i	-7.7%	-9.4%	-9.8%	0.0%	0.7	-2.6
O=C(NCCSCc1ccco1)Nc1ccccc1	-1.3%	2.0%	-1.5%[57.5 µM]	4.0%	-6.0%	-24.4%	-2.2%	.	-1.1
COc1ccc(-c2nc(CS(=O)(=O)CC(=O)NC3CCCCC3C)c(C)o2)cc1 (stereo not given)	4.1%	-11.3%	-26.5%	2.4%	23.8µM*	-1.2%	-16.6%	-13.6	-3.6
